Runt-CBFb FRET: blocks binding of human RUNX1 Runt domain to CBFb. Q01196+Q13951. Cerulean-Runt/Venus-CBFb FRET ratio 530/480, 1 h. inhibition, % at 20 µM. hit rate 0.46% among 220,000;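 active = inhibition over about 50% at 20 µM in the single-dose screen, limit read from the data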;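 also: 0% = DMSO wells and 100% = excess unlabeled CBFb competitor control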
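Reagent – Venus-CBFb binding partner, 100 nM · Assay system – Cerulean-tagged RUNX1 Runt domain (FRET donor) fusion protein · Input – 100 nM per protein · Incubation – two 1 h room-temperature incubations shielded from light · Measured by – FRET fluorescence · Medium – Tris buffer pH 7.5 with salts and BSA · Benchmarks – unlabeled CBFb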
EBV gp42 block: inhibitors of Epstein-Barr virus glycoprotein 42; AID 1085; inhibition, % (tested at 21.74 µM); Q1HVG2; Fluorescence polarization binding assay, mP read-out; hit rate 0.42% among 220,000; in the data active = inhibition above about 50%
Target sequence (Q1HVG2 whole entry, looked up): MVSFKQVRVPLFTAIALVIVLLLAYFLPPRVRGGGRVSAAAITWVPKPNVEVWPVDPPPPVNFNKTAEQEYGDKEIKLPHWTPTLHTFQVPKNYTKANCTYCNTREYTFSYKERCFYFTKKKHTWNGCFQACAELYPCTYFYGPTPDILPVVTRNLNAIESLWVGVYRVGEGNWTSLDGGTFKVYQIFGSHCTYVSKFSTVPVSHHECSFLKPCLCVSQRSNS
RBBP9 inhibitor: human RBBP9 hydrolase inhibition. O75884. recombinant RBBP9, FP-Rh probe fluorescence polarization. inhibition, % at 7.94 µM. hit rate 0.2% among 220,000;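 active = inhibition above the campaign mean of all tested compounds plus 3 SD, cut at about 14% in these data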;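 also: plate controls were DMSO wells with RBBP9 for no effect and wells lacking RBBP9 protein for full effect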
Target sequence (O75884 whole entry, looked up): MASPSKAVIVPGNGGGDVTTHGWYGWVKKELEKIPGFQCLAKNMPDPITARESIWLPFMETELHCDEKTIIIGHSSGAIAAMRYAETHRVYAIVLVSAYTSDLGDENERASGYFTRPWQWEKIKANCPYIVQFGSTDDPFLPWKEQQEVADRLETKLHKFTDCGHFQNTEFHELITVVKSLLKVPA
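Test system – recombinant human RBBP9 · Input – RBBP9 2.5 µM in dispensing solution, pre-mixing · Medium – Tris buffer pH 8.0, NaCl, Pluronic · Schedule – preincubation 30 min plus labeling 45 min at 25 °C · Measured by – fluorescence polarization · Measure – % inhibition · Controls – DMSO and no-protein wells · Replicates – one well per compound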
NCF1 inh: inhibitors of human p47phox binding; P14598; p47phox/p22phox peptide binding, fluorescence polarization, 2 h; inhibition, % at 24.7 µM; hit rate 0.53% among 220,000;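 active = inhibition above about 30%, limit read from the data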;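 also: 0% = p47phox with labelled peptide and 100% = labelled peptide alone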
Target sequence (P14598 whole entry, looked up): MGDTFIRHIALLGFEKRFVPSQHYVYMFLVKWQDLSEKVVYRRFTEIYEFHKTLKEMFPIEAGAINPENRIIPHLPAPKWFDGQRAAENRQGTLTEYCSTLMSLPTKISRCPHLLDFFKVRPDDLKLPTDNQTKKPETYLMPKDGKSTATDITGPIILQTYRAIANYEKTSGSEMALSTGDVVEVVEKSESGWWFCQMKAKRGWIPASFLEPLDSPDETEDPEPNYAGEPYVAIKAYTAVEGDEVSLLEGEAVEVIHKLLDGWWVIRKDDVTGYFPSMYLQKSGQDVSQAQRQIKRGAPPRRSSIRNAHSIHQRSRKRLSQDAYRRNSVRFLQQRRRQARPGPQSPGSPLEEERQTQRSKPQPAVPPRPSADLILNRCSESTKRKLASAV
p97 inhibitor: blocks human p97 ATPase activity. AID 1481. inhibition, % at 8 µM. recombinant p97 ATPase, Kinase-Glo ATP luminescence, 3 h. P55072. hit rate 0.42% among 220,000; in the data active = inhibition above about 15%;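 also: 0% = DMSO vehicle and 100% = wells lacking enzyme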
Tb hexokinase: T. brucei hexokinase 1 inhibition. inhibition, % at 10 µM. recombinant TbHK1, G6PDH-coupled NADH A340. AID 1430. hit rate 0.11% among 220,000;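 active = inhibition of 50% or more in the single-dose primary screen; inactive = inhibition below 50%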
Runt-SMMHC FRET: inhibitors of human RUNX1 Runt domain binding to CBFb-SMMHC. Q01196+Q13951. Cerulean-Runt/Venus-CBFb-SMMHC FRET ratio 530/480, 1 h. inhibition, % at 20 µM. hit rate 0.74% among 220,000. AID 1434;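 active = mean inhibition across duplicate retests at 20 µM reaching about 50%, limit read from the data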;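 also: 0% = DMSO wells and 100% = wells with excess untagged CBFb-SMMHC; inhibitors lower the FRET ratio by blocking Runt binding to CBFb-SMMHC; some results filed as inactive read as strong as hits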
Furin inh: human furin inhibition. P09958. purified furin, fluorogenic substrate cleavage. inhibition, % at 30 µM. hit rate 0.061% among 220,000. AID 463115; in the data active = inhibition above about 25%; also: inactives centre near -15
m-calpain inh: inhibitors of pig calpain II; AID 1236; purified calpain II, fluorogenic peptide substrate, 30 min; inhibition, % at 16 µM; hit rate 0.37% among 220,000;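 active = inhibition above about 50%, limit read from the data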
Starred values were filed as active, the others as inactive; [ ] = another dose, or the depositor's remark.

What do the screens show for `Cc1cc(C)c2c3c(sc2n1)C(c1ccccc1)C(C#N)=C(N)O3` (stereo not given)?
Runt-CBFb FRET: 66.6*; EBV gp42 block: 5.8; RBBP9 inhibitor: -5.6; NCF1 inh: 4.4; p97 inhibitor: 3.4; Tb hexokinase: -3.1; Runt-SMMHC FRET: 113.0*; Furin inh: -11.3[20 µM]; m-calpain inh: -16.1

How did Brc1cc(Br)cc(CN2CCSCC2)c1 do in these assays?
Runt-CBFb FRET: 0.5; EBV gp42 block: -3.5; RBBP9 inhibitor: -3.7; NCF1 inh: -2.5; p97 inhibitor: 9.3; Tb hexokinase: 21.8; Runt-SMMHC FRET: -5.5; Furin inh: -24.0; m-calpain inh: 11.8

Results for COc1ccc(CC(=O)O/N=C(\N)Cc2ccc(OC)cc2)cc1 ?
Runt-CBFb FRET: -1.1; EBV gp42 block: -17.9; RBBP9 inhibitor: -7.9; NCF1 inh: -9.4; p97 inhibitor: -5.8; Tb hexokinase: 3.0; Runt-SMMHC FRET: -3.5; Furin inh: -10.8[20 µM]; m-calpain inh: -0.1

Results for COC(=O)N/N=C(\C)c1ccc(OC(F)F)cc1OC(F)F ?
Runt-CBFb FRET: 0.2; EBV gp42 block: 13.8; RBBP9 inhibitor: 3.5; NCF1 inh: -1.9; p97 inhibitor: 2.3; Tb hexokinase: -2.8; Runt-SMMHC FRET: 9.4; Furin inh: -9.6; m-calpain inh: 23.8

How did O=Cc1ccc(-c2ccc(Cl)cc2Cl)[nH]1 do in these assays?
Runt-CBFb FRET: -1.4; EBV gp42 block: -12.6; RBBP9 inhibitor: 3.9; NCF1 inh: -10.1; p97 inhibitor: 0.9; Tb hexokinase: -33.5; Runt-SMMHC FRET: 0.0; Furin inh: -11.1; m-calpain inh: 18.6

Results for COc1ccc(-c2cc(=O)c3ccccc3o2)cc1 ?
Runt-CBFb FRET: 0.3; EBV gp42 block: -22.4; NCF1 inh: -1.3; Tb hexokinase: -58.9; Runt-SMMHC FRET: 1.7; Furin inh: -89.9; m-calpain inh: -377.2

What do the screens show for `CC(C)N(Cc1nc(-c2ccc(Cl)cc2)no1)C(=O)CCC1CCCC1`?
Runt-CBFb FRET: 0.9; EBV gp42 block: 0.2; RBBP9 inhibitor: -10.6; NCF1 inh: 0.9; p97 inhibitor: -7.8; Tb hexokinase: -2.3; Runt-SMMHC FRET: 1.2; Furin inh: -7.9; m-calpain inh: -8.9

How did c1ccc(N2CCN(c3ccc4nncn4n3)CC2)nc1 do in these assays?
Runt-CBFb FRET: 1.2; EBV gp42 block: -7.2; RBBP9 inhibitor: -4.9; NCF1 inh: -9.9; p97 inhibitor: 1.3; Tb hexokinase: -7.7; Runt-SMMHC FRET: -0.2; Furin inh: -8.3; m-calpain inh: 14.3

What do the screens show for `COc1cc(CCN2C(=O)N[C@@H](c3cccc(C(F)(F)F)c3)C(C(C)=O)=C2C)cc(OC)c1OC`?
Runt-CBFb FRET: -3.8; EBV gp42 block: -12.0; RBBP9 inhibitor: -6.0; NCF1 inh: 3.5; p97 inhibitor: -4.9; Tb hexokinase: -2.7; Runt-SMMHC FRET: 0.1; Furin inh: -2.5; m-calpain inh: 16.1

Results for CSc1cc(C)c(OCC(=O)Nc2ccc(NC(C)=O)cc2)c(C)c1 ?
Runt-CBFb FRET: -2.2; EBV gp42 block: -3.8; RBBP9 inhibitor: -1.9; NCF1 inh: -4.7; p97 inhibitor: -1.1; Tb hexokinase: -4.0; Runt-SMMHC FRET: -0.5; Furin inh: -25.5; m-calpain inh: -14.4

What do the screens show for `CC(=O)N1CCC2(CC1)C/C(=N\NC(=S)Nc1ccccc1F)c1cc(O)ccc1O2`?
Runt-CBFb FRET: 15.2; EBV gp42 block: -1.4; RBBP9 inhibitor: 3.4; NCF1 inh: -14.0; p97 inhibitor: 3.3; Tb hexokinase: -22.0; Runt-SMMHC FRET: 18.9; Furin inh: -8.0; m-calpain inh: -243.2

How did COc1ccccc1-n1cnnc1SCC(=O)Nc1cc(C)on1 do in these assays?
Runt-CBFb FRET: 1.5; EBV gp42 block: -13.3; RBBP9 inhibitor: 1.5; NCF1 inh: 3.0; p97 inhibitor: 7.0; Tb hexokinase: -2.6; Runt-SMMHC FRET: 3.5; Furin inh: -19.8; m-calpain inh: 2.0

What do the screens show for `Cc1ccc(C(=O)O)cc1S(=O)(=O)NCC1CCCO1` (stereo not given)?
Runt-CBFb FRET: 0.3; EBV gp42 block: -22.6; RBBP9 inhibitor: -6.9; NCF1 inh: -4.2; p97 inhibitor: 0.3; Tb hexokinase: 1.7; Runt-SMMHC FRET: 1.4; Furin inh: -16.8[20 µM]; m-calpain inh: -38.4

What do the screens show for `CN(c1ccc(C(=O)Nc2ccccc2C(F)(F)F)cc1)S(C)(=O)=O`?
Runt-CBFb FRET: -0.1; EBV gp42 block: -11.4; RBBP9 inhibitor: 2.9; NCF1 inh: -3.2; p97 inhibitor: -4.2; Tb hexokinase: -0.8; Runt-SMMHC FRET: 1.6; Furin inh: -12.4[20 µM]; m-calpain inh: 8.4

Results for Cc1cc(C)n2cc(CSc3nnnn3-c3ccccc3)nc2n1 ?
Runt-CBFb FRET: -0.1; EBV gp42 block: 1.9; RBBP9 inhibitor: -2.4; NCF1 inh: -8.0; p97 inhibitor: -2.5; Tb hexokinase: -4.8; Runt-SMMHC FRET: -0.3; Furin inh: -21.9; m-calpain inh: -24.9

How did CC(/C=N/NC(=O)c1cc(-c2cccs2)[nH]n1)=C\c1ccccc1 do in these assays?
Runt-CBFb FRET: -1.1; EBV gp42 block: -13.6; RBBP9 inhibitor: -16.1; NCF1 inh: 2.1; p97 inhibitor: 3.7; Tb hexokinase: -4.9; Runt-SMMHC FRET: -2.3; Furin inh: -15.1; m-calpain inh: 13.9

Results for Cc1ccc(NC(=O)CSc2ccc(-c3ccco3)nn2)c(C)c1 ?
Runt-CBFb FRET: 23.3; EBV gp42 block: -2.7; RBBP9 inhibitor: -2.8; NCF1 inh: -1.3; p97 inhibitor: 0.2; Tb hexokinase: -3.4; Runt-SMMHC FRET: 12.8; Furin inh: -26.9; m-calpain inh: -60.4

What do the screens show for `COc1ccc(-n2ncc(S(=O)(=O)c3ccccc3)c2-c2ccc(Cl)cc2)cc1`?
Runt-CBFb FRET: 0.1; EBV gp42 block: -3.7; RBBP9 inhibitor: -2.5; NCF1 inh: 9.3; p97 inhibitor: 0.6; Tb hexokinase: 5.0; Runt-SMMHC FRET: 5.0; Furin inh: -18.5[20 µM]; m-calpain inh: 52.4*

What do the screens show for `c1csc(-c2nc3ccccc3[nH]2)c1`?
Runt-CBFb FRET: -2.2; EBV gp42 block: -6.9; RBBP9 inhibitor: -2.1; NCF1 inh: -1.2; p97 inhibitor: 0.2; Tb hexokinase: -9.5; Runt-SMMHC FRET: -4.7; Furin inh: -53.2[20 µM]; m-calpain inh: -65.8

Results for Cc1ccc(S(=O)(=O)NCCOc2nc(N3CCOCC3)nc(N3CCOCC3)n2)cc1 ?
Runt-CBFb FRET: 2.1; EBV gp42 block: -24.4; RBBP9 inhibitor: -4.8; NCF1 inh: -47.2; p97 inhibitor: 1.3; Tb hexokinase: -6.5; Runt-SMMHC FRET: -0.6; Furin inh: -26.7[20 µM]; m-calpain inh: 1.8

Results for O=C(NCc1ccc2c(c1)OCO2)C1CCC(CNc2c(N3CCCC3)c(=O)c2=O)CC1 (stereo not given) ?
Runt-CBFb FRET: -1.2; EBV gp42 block: -8.3; RBBP9 inhibitor: -7.0; NCF1 inh: -11.3; p97 inhibitor: 0.1; Tb hexokinase: 0.6; Runt-SMMHC FRET: -3.0; Furin inh: -15.1; m-calpain inh: -30.1

What do the screens show for `N#Cc1c(N)n(CCNC(=O)c2ccc(Cl)cc2)c2nc3ccccc3nc12`?
Runt-CBFb FRET: 94.0*; EBV gp42 block: -32.9; RBBP9 inhibitor: -5.4; NCF1 inh: -25.6; p97 inhibitor: 1.5; Tb hexokinase: -7.0; Runt-SMMHC FRET: 43.7; Furin inh: -14.3[20 µM]; m-calpain inh: inactive

How did Cc1ccc(OCc2nnc(SCCN3CCOCC3)n2C)cc1 do in these assays?
Runt-CBFb FRET: -1.9; EBV gp42 block: -7.5; RBBP9 inhibitor: -4.2; NCF1 inh: 5.6; p97 inhibitor: 7.8; Tb hexokinase: -0.7; Runt-SMMHC FRET: -4.1; Furin inh: -30.6; m-calpain inh: 15.8

Results for CC(Cc1ccsc1)NC(=O)CCc1nnc(CCc2ccccc2)o1 (stereo not given) ?
Runt-CBFb FRET: 1.4; EBV gp42 block: 4.6; RBBP9 inhibitor: 2.3; NCF1 inh: -9.2; p97 inhibitor: -3.2; Tb hexokinase: -18.3; Runt-SMMHC FRET: -0.8; Furin inh: -26.1; m-calpain inh: -12.7

Results for Cc1nn(C)c(C)c1NC(=O)/C(C#N)=C\N(C)C ?
Runt-CBFb FRET: 0.0; EBV gp42 block: -0.5; RBBP9 inhibitor: -10.3; NCF1 inh: -2.3; p97 inhibitor: 3.3; Tb hexokinase: 39.7; Runt-SMMHC FRET: 1.9; Furin inh: -33.7; m-calpain inh: -16.7

What do the screens show for `O=C(COC(=O)CCC1CCCC1)Nc1ccc(Cl)cn1`?
Runt-CBFb FRET: 1.6; EBV gp42 block: -9.6; RBBP9 inhibitor: -4.3; NCF1 inh: -17.8; p97 inhibitor: -4.0; Tb hexokinase: 8.6; Runt-SMMHC FRET: -2.0; Furin inh: -6.0[20 µM]; m-calpain inh: -27.2

How did Cc1ccc(CNC(=O)CSCc2ccc(F)cc2)cc1 do in these assays?
EBV gp42 block: 2.0; RBBP9 inhibitor: -1.6; NCF1 inh: -9.2; p97 inhibitor: 0.7; Tb hexokinase: -3.8; Runt-SMMHC FRET: -0.7; Furin inh: -20.9; m-calpain inh: -11.5

Results for CCOCCCNC(=O)/C(C#N)=C/c1ccc([N+](=O)[O-])o1 ?
Runt-CBFb FRET: 4.9; EBV gp42 block: 7.3; RBBP9 inhibitor: -12.1; NCF1 inh: -12.2; p97 inhibitor: -0.3; Tb hexokinase: -25.2; Runt-SMMHC FRET: -7.5; Furin inh: -13.6; m-calpain inh: -37.4

What do the screens show for `CC(=O)c1cccc(NC(=O)COC(=O)c2cccs2)c1`?
Runt-CBFb FRET: 2.0; EBV gp42 block: -11.5; RBBP9 inhibitor: 1.0; NCF1 inh: -3.5; p97 inhibitor: 1.9; Tb hexokinase: -2.9; Runt-SMMHC FRET: -4.9; Furin inh: -26.8; m-calpain inh: 42.7

Three compounds drawn at random from those above, as already listed:
Results for O=C(NCc1ccc2c(c1)OCO2)C1CCC(CNc2c(N3CCCC3)c(=O)c2=O)CC1 (stereo not given) ?
Runt-CBFb FRET: -1.2; EBV gp42 block: -8.3; RBBP9 inhibitor: -7.0; NCF1 inh: -11.3; p97 inhibitor: 0.1; Tb hexokinase: 0.6; Runt-SMMHC FRET: -3.0; Furin inh: -15.1; m-calpain inh: -30.1

Results for CC(Cc1ccsc1)NC(=O)CCc1nnc(CCc2ccccc2)o1 (stereo not given) ?
Runt-CBFb FRET: 1.4; EBV gp42 block: 4.6; RBBP9 inhibitor: 2.3; NCF1 inh: -9.2; p97 inhibitor: -3.2; Tb hexokinase: -18.3; Runt-SMMHC FRET: -0.8; Furin inh: -26.1; m-calpain inh: -12.7

What do the screens show for `O=C(COC(=O)CCC1CCCC1)Nc1ccc(Cl)cn1`?
Runt-CBFb FRET: 1.6; EBV gp42 block: -9.6; RBBP9 inhibitor: -4.3; NCF1 inh: -17.8; p97 inhibitor: -4.0; Tb hexokinase: 8.6; Runt-SMMHC FRET: -2.0; Furin inh: -6.0[20 µM]; m-calpain inh: -27.2
